High-throughput results: PubChem BioAssay, National Center for Advancing Translational Sciences (NCATS)
TbPYK inhibitor: T. brucei pyruvate kinase inhibition. TbPYK enzyme, Kinase-Glo Plus ATP luminescence, 45 min. Potency, µM (top dose mostly 76.8 µM), for the others: at the top dose activity, negative = inhibition, hits mostly inhibitors. hit rate 0.12% among 410,000; also: potency is read from the fitted curve at half-maximal effect; % is scaled to controls: 0 for no effect and ±100 for the full control effect; nearly all actives have a fitted effect of over 50% in size
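Assay buffer: 50 mM TEA pH 7.2, 100 mM KCl, 10 mM MgCl2, 0.05% BSA, 0.01% Tween-20. Pyruvate kinase from T. brucei plus substrate met compound, then ADP (130 uM final). Luminescence was read post 45 min RT.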
Shiga toxin inh: inhibitors of Shiga toxin in Vero cells. hit rate 9.2% among 290,000. Vero cells, Shiga toxin protein synthesis inhibition reporter. inhibition, % at 38.7 µM. AID 2315; in the data active = inhibition mostly above about 28%, no sharp cut-off; inactive = mostly below about 43%; also: 0% is about no effect
Pf growth 48h: inhibits P. falciparum growth in the first generation, 48 h; hit rate 5.9% among 310,000; AID 504832; Potency, µM (titrated, usually from 28.7 µM), for inactives: top-dose activity change, negative = inhibition, actives largely listed as inhibitors; P. falciparum luciferase growth in erythrocytes, 48 h; also: potency is read from the fitted curve at half-maximal effect; % is scaled to controls: 0 for no effect and ±100 for the full control effect
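Compounds are pin-transferred into medium, infected erythrocytes (2% hematocrit, 0.1% parasitemia final) are added, and plates sit one parasite generation at 37 C in 5% CO2. Detection reagent is then added and luminescence measured.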
LmPK inh: blocks Leishmania mexicana pyruvate kinase activity. Q27686. purified LmPK, Kinase-Glo ATP luminescence, 1 h. Potency, µM (top dose mostly 57.5 µM), for the others: at the top dose activity change, negative = inhibition, actives largely listed as inhibitors. hit rate 0.37% among 290,000. AID 1721; also: potency is read from the fitted curve at half-maximal effect; % is scaled to controls: 0 for no effect and ±100 for the full control effect
Target sequence (Q27686 whole entry, looked up): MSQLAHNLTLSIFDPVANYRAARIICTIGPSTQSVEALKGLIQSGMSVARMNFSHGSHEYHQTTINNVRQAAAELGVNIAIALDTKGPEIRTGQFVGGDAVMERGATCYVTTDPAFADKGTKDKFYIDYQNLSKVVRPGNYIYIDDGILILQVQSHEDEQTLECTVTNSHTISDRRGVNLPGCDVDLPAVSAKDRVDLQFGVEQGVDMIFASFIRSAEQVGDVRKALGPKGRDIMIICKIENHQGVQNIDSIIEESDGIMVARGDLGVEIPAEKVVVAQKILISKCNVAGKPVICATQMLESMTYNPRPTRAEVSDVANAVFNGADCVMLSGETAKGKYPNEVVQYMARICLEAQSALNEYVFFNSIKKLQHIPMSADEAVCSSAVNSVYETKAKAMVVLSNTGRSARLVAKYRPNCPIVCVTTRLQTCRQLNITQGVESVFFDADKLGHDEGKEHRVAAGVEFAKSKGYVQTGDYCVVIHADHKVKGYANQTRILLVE
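Pyruvate kinase activity monitored as ATP production (luciferase luminescence). Conditions: 0.1 nM enzyme, 0.5 mM PEP, 0.1 mM ADP, 1 h, RT; normalized against uninhibited and no-enzyme wells.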
HCV inh: inhibitors of hepatitis C virus infection; AID 651820; Huh7.5.1 HCVcc-Cre infection, luciferase reporter, 44 h; Potency, µM (top dose mostly 41.8 µM), inactives show at the highest dose activity change, negative = inhibition, hits mostly inhibitors; hit rate 3.4% among 340,000; also: potency is read from the fitted curve at half-maximal effect; % is scaled to controls: 0 for no effect and ±100 for the full control effect
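A cell-based infection assay in which seeded cells (1,000 per well) receive test compound after 4 h, are inoculated with HCVcc-Cre at approximately 0.5 moi, and are incubated 44 h before luminescence detection.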
CHX counter: counter-screen hit for Shiga toxin inhibitors, cycloheximide | cell reporter, cycloheximide protein synthesis inhibition counterscreen | max response, % | hit rate 12% among 300,000 | AID 2314; in the data active = max response mostly above about 13%, no sharp cut-off; inactive = mostly below about 14%; also: read at 38.3 µM for the half of the compounds with a filed dose; 0% is about no effect
Pf growth 96h: P. falciparum growth inhibition at 96 hours | hit rate 6.9% among 320,000 | Potency, µM (top dose mostly 28.7 µM), for the others: at the highest dose activity change, negative = inhibition, usual class: inhibitors | P. falciparum luciferase reporter growth, 96 h; also: potency is read from the fitted curve at half-maximal effect; % is scaled to controls: 0 for no effect and ±100 for the full control effect
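Readout is luminescence from an integrated firefly luciferase in P. falciparum. Red cells, 2% hematocrit and 0.05% parasitemia final, were cultured with compound through two parasite generations (96 hours) at 37 C, 5% CO2.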
The depositor's hits bear a star; i = inactive; u = inconclusive; x = not tested or not shown; [ ] = remark or other dose. Unless noted, calls follow the shape of the dose curve; as a rule, active = well fitted curve in the direction sought with a large enough effect; inconclusive = small, poorly fitted or top-dose-only effect, or another doubt; inactive = no such curve, though single readings can be large; an effect the other way counts as inactive or inconclusive. Hits appear at their usual frequency; 24% or so of the library scored in one or more.

SMILES	TbPYK inhibitor	Shiga toxin inh	Pf growth 48h	LmPK inh	HCV inh	CHX counter	Pf growth 96h
c1ccc2c(c1)Sc1ccccc1-n1cnnc1-2	3%	-8	u	-1%	7%	-1	9.3µM*
Cc1cc(C)c(N(CC(=O)NCc2ccccc2)C(=O)c2csnn2)c(C)c1	-7%	-2	2%	1%	-5%	-6	12%
CC(=O)c1ccc(OCc2ccc(Oc3c(Cl)cccc3[N+](=O)[O-])cc2)cc1	5%	-9	-8%	-2%	u	9	40%[activator]
CN(C(=O)CSc1nnc(-c2ccco2)o1)C1CCCCC1	-7%	59	70%[activator]	0%	11%	13	120%[activator]
CC(C(=O)O/N=C(\N)c1ccccn1)c1ccc([N+](=O)[O-])cc1 (configuration not stated)	-5%	70*	34%[activator]	1%	3%	40*	10%
O=C(NCC1COc2ccccc2O1)c1cccc(S(=O)(=O)NCc2ccccc2)c1 (configuration not stated)	-1%	x	u	x	u	x	-16%
O=C(CSc1nnc(-c2ccccc2)o1)c1ccc2c(c1)OCCO2	-6%	42	26%	-1%	28%	20	3%
O=c1[nH]c(=O)n(C2OC(CO)C(O)C2O)cc1Br (configuration not stated)	-1%	2	-14%	1%	7%	-5	24%
O=C(OCc1cn(-c2ccc(Cl)c(Cl)c2)nn1)c1ccccc1	-1%	-22	22%	2%	20%	11	0%
CN(C(=O)c1ccc(Oc2ccc([N+](=O)[O-])cc2)cc1)C1CCCCC1	-2%	4	0%	11%	13µM*	-4	0%
CC[C@H]1C(O)C[C@H]2CCN3C(=O)CCC[C@H]1[C@H]23 (some centres not stated)	0%	i	x	x	1%	-2	x
CCCC(=O)NC(Nc1c(C)n(C)n(-c2ccccc2)c1=O)C(Cl)(Cl)Cl (configuration not stated)	0%	-4	2%	-2%	6%	-4	30%
CC(C)(CO)NC(=O)CCCOc1ccc(Cl)cc1Cl	-8%	54*	84%[activator]	-2%	-29%	50*	77%[activator]
CCC(=O)Nc1ccc(-c2nnc(SCC(=O)NCC3CCCO3)n2C)cc1 (configuration not stated)	1%	-12	-13%	1%	25%	-7	-10%
O=C1/C(=C/c2cccnc2)SC(=S)N1C1CCS(=O)(=O)C1 (configuration not stated)	1%	0	u	-5%	1%	-6	u
Cc1cc(=O)oc2cc(OC(=O)c3ccccc3)ccc12	-1%	-3	30%	3%	16%	-2	0%
O=C(COC(=O)COc1ccccc1[N+](=O)[O-])Nc1ccc(S(=O)(=O)N2CCCCC2)cc1	2%	-1	x	4%	4%	12	-11%
CCOc1cccc(N2C(=O)CC(NNC(=O)c3ccc(Br)o3)C2=O)c1 (configuration not stated)	1%	-8	13%	0%	-3%	14	0%
Cc1ccc(C(=O)N/C(=C/c2ccccc2)C(=O)NC(Cc2ccccc2)C(=O)O)cc1 (configuration not stated)	-2%	-7	4%	-2%	-2%	6	25%
CC(=O)C1C(c2ccccc2Cl)NC(=O)NC1(O)C(F)(F)F (configuration not stated)	1%	-16	x	-1%	12%	-3	-18%
O=c1[nH]c2ccc(S(=O)(=O)N3CCN(c4ccccc4)CC3)cc2[nH]c1=O	-1%	21	u	-4%	22%	-7	u
Cc1c(Cl)cccc1-n1c(SCC(=O)NCc2ccccc2Cl)nnc1-c1ccncc1	-22%	26	8.3µM*	6%	-13%	-3	8.3µM*
COc1cccc2cc(C(=O)C3=C(O)C(=O)N(CCN(C)C)C3c3ccc(F)cc3)oc12 (configuration not stated)	13%	-6	x	20%	-10%	-1	31%[activator]
COc1ccccc1CNC(=O)c1ccc2c(=O)n3c(nc2c1)CCCCC3	5%	-9	-15%	-14%	u	9	59%[activator]
C=CCn1c(SCC(=O)N2CCOCC2)nc2sc3c(c2c1=O)CCCC3	4%	-8	u	0%	8%	-2	14%
N#Cc1c(SCC(N)=O)nsc1SCc1ccccc1Cl	-3%	-18	-8%	1%	13%	-1	u
Cc1ccc(S(=O)(=O)N2CCC(C(=O)OC(C)C(=O)NC3CCCCC3C)CC2)cc1C (configuration not stated)	-3%	x	u	x	2%	x	u
Cc1cc(N2CCC(C(N)=O)CC2)nc(-c2ccccc2)n1	-1%	-5	x	3%	u	-6	0.74µM*
O=C(N1CCOCC1)C(F)(F)C(=O)N1CCOCC1	0%	3	15%	-2%	-3%	-4	4%
CC1CN(c2cc([N+](=O)[O-])ccc2Cl)CC(C)N1 (configuration not stated)	1%	2	-14%	5%	-1%	-3	19%[5.75 µM]
CCOc1ccc(CCNC(=O)Cc2ccc(S(=O)(=O)N3CCOCC3)s2)cc1OCC	0%	x	u	x	-15%	x	u
N#CCCNC(=O)CCN1CCCCC1	1%	21	x	8%	6%	-4	1%
CCCCOc1ccc(C(=O)N/C(=C\c2ccc([N+](=O)[O-])cc2)C(=O)OCc2ccco2)cc1	-3%	-11	-6%	2%	u	-3	u
Cc1ccc2oc(C(=O)N3CCCCCC3)c(C)c2c1	-18%	110*	-20%	-1%	-14%	71*	13µM*
Cc1ccc(NC(=O)c2cc(S(=O)(=O)N3CCc4ccccc43)cn2C)cc1C	-3%	7	u	7%	u	5	-1%
COc1ccccc1NC(=O)CN(c1ccc(C)cc1)S(=O)(=O)c1c(C)n[nH]c1C	-4%	-15	u	11%	u	-5	x
Clc1ccccc1COc1ccccc1-c1nnco1	1%	-10	-3%	1%	u	-3	-22%
O=C(CN1CCN(c2ccccc2O)CC1)NNC(=O)c1ccc(Cl)cc1	-1%	-7	11%	-2%	u	-3	15%
CCOC(=O)Cc1ccc(NCc2ccc(Cl)cc2)cc1	-5%	23	7%	0%	8%	12	u
COc1cccc(N2CC(O)Cn3c2nc2c3c(=O)n(CCCc3ccccc3)c(=O)n2C)c1 (configuration not stated)	-13%	-6	x	1%	u	-2	u
CCOC(=O)CN1CC23C=CC(O2)C(C(=O)Nc2ccc4c(c2)OCO4)C3C1=O (configuration not stated)	7%	19	-15%	-2%	14%	12	18%
O=C(NCC(O)CN1CCOCC1)c1ccc([N+](=O)[O-])cc1 (configuration not stated)	-5%	8	2%	-1%	16%	-4	26%
CSc1ccc(NC(=O)N2CCN(c3nc4ccccc4s3)CC2)cc1	6%	29	u	11%	u	-3	x
Oc1cc2c(cc1CN1CCN(c3ccccc3)CC1)OCO2	3%	-1	-9%	-2%	-1%	-4	2%
O=c1c2cccnc2nc2n1CCCCC2	-2%	-9	10%	-1%	8%	0	3%

Looked up one by one from the entries so far (three):
SMILES	TbPYK inhibitor	Shiga toxin inh	Pf growth 48h	LmPK inh	HCV inh	CHX counter	Pf growth 96h
Cc1ccc(NC(=O)c2cc(S(=O)(=O)N3CCc4ccccc43)cn2C)cc1C	-3%	7	u	7%	u	5	-1%
C=CCn1c(SCC(=O)N2CCOCC2)nc2sc3c(c2c1=O)CCCC3	4%	-8	u	0%	8%	-2	14%
c1ccc2c(c1)Sc1ccccc1-n1cnnc1-2	3%	-8	u	-1%	7%	-1	9.3µM*

The list continues:
SMILES	TbPYK inhibitor	Shiga toxin inh	Pf growth 48h	LmPK inh	HCV inh	CHX counter	Pf growth 96h
CC1(C)O[C@@H]2C[C@H]3[C@@H]4C[C@H](F)C5=CC(=O)C=C[C@]5(C)[C@H]4[C@@H](O)C[C@]3(C)[C@]2(C(=O)CO)O1	-4%	x	u	x	10%	x	-14%
COc1ccccc1NC(=O)CSc1nnc(CNC(=O)c2ccccc2F)o1	-2%	16	20%	-13%	-3%	2	1.7µM*
COc1cccc(CC(=O)OCC(=O)c2cc(OC)ccc2OC)c1	-7%	x	-16%	x	1%	x	11%
Cc1cc(C)c(C#N)c(SCC(=O)C2CC2)n1	-11%	43*	19%	0%	2%	24*	72%[activator]
CC(C)Nc1nc(NC(C)C)nc(N(C)C#N)n1	-3%	-11	15%	-2%	-3%	-1	u
Cc1ccc(C(=O)COC(=O)c2ccccc2NC(=O)c2ccccc2)cc1[N+](=O)[O-]	-5%	-2	4%	2%	-23%	-1	101%[activator]
Cc1ccc2oc(=O)n(CC(=O)OC(C)C)c2c1	-2%	-7	0%	-2%	9%	-2	10µM*
O=C(Nc1cccc2cccnc12)c1cccc([N+](=O)[O-])c1	-10%	69*	79%[activator]	4%	-12%	35*	22%
O=C(CSc1nnc(-c2cccnc2)o1)Nc1cccc(Cl)c1	3%	28	135%[activator]	2%	4%	6	33%[activator]
O=C(N[C@@H](Cc1c[nH]c2ccccc12)C(=O)O)C1CCN(S(=O)(=O)c2cccs2)CC1	2%	15	7%	3%	6%	-2	22%
CN(C)c1ccc(S(=O)(=O)NCC(=O)OCC(=O)Nc2cc(Cl)cc(Cl)c2)cc1[N+](=O)[O-]	2%	-7	-6%	-1%	-2%	-2	-9%
CCN(CC)C(=O)CN(C#N)c1nc(OC)nc(N(C)C)n1	-12%	-10	7%	1%	8%	2	-9%
O=C(CC(=O)c1ccccc1)Nc1ccccc1C(F)(F)F	8%	30	21%	-4%	-2%	32*	12µM*
Cc1cc(C(=O)O)c(C)n1-c1ccccc1	-12%	-11	x	-4%	6%	-5	-8%
CCOc1cc(C(=S)N2CCOCC2)ccc1OS(=O)(=O)c1ccc(NC(C)=O)cc1	5%	-9	0%	3%	7.1µM*	13	-24%
O=C(CNC1CCCCC1)N1CCc2ccccc2C1	14%	-7	x	0%	2%	-1	-2%
CN1CCN(C(=O)/C=C/c2cn(-c3ccccc3)nc2-c2ccc3c(c2)OCCO3)CC1	6%	-17	12µM*	-2%	u	-5	u

Six entries out of the list, ordered by heavy-atom count, largest number first.
SMILES	TbPYK inhibitor	Shiga toxin inh	Pf growth 48h	LmPK inh	HCV inh	CHX counter	Pf growth 96h
CN1CCN(C(=O)/C=C/c2cn(-c3ccccc3)nc2-c2ccc3c(c2)OCCO3)CC1	6%	-17	12µM*	-2%	u	-5	u
CCOc1cc(C(=S)N2CCOCC2)ccc1OS(=O)(=O)c1ccc(NC(C)=O)cc1	5%	-9	0%	3%	7.1µM*	13	-24%
O=C(CSc1nnc(-c2cccnc2)o1)Nc1cccc(Cl)c1	3%	28	135%[activator]	2%	4%	6	33%[activator]
CCN(CC)C(=O)CN(C#N)c1nc(OC)nc(N(C)C)n1	-12%	-10	7%	1%	8%	2	-9%
O=C(CNC1CCCCC1)N1CCc2ccccc2C1	14%	-7	x	0%	2%	-1	-2%
Cc1ccc2oc(=O)n(CC(=O)OC(C)C)c2c1	-2%	-7	0%	-2%	9%	-2	10µM*
